S100A4 inh HTS = inhibitors of S100A4-myosin IIA peptide binding, primary screen, biochemical, fluorescence polarization, TAMRA-MyoIIA peptide; Protein S100-A4 (Homo sapiens), P26447; inhibition, % at 10.7 µM; 0.14% of 360,000 active;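 active = mean inhibition of at least 70% across replicates, with every replicate also reaching that level; inconclusive = mean inhibition reaches 70% but some replicates fall short; inactive = mean inhibition below 70%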
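assay system = human S100A4 monomer with TAMRA-labelled myosin IIA peptide | also added = labelled myosin peptide probe, 5 nM | incubation = 5 min between mix addition and reading | control set = DMSO and TFP controls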
E-selectin induc = E-selectin induction in HUVECs, primary screen, imaging, HUVEC, immunofluorescence imaging, single point; normalized: neutral wells 0, TNF-alpha wells 100; activation, % at 7.58 µM; P16581; 0.37% of 260,000 active; AID 686992, 2013;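 active = mean E-selectin-positive cell signal at least 10% of the positive control, reached in at least 60% of replicates, without over 20% cell loss; inconclusive = no rule given, readout overlaps actives, possibly toxicity-flagged; inactive = the rest, including those meeting only one limit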;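 also: in these data hits start at about 27%; measured in HUVEC primary endothelial cells; signal is the percent of cells scored E-selectin positive by PE staining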
Target sequence (P16581 whole entry, looked up): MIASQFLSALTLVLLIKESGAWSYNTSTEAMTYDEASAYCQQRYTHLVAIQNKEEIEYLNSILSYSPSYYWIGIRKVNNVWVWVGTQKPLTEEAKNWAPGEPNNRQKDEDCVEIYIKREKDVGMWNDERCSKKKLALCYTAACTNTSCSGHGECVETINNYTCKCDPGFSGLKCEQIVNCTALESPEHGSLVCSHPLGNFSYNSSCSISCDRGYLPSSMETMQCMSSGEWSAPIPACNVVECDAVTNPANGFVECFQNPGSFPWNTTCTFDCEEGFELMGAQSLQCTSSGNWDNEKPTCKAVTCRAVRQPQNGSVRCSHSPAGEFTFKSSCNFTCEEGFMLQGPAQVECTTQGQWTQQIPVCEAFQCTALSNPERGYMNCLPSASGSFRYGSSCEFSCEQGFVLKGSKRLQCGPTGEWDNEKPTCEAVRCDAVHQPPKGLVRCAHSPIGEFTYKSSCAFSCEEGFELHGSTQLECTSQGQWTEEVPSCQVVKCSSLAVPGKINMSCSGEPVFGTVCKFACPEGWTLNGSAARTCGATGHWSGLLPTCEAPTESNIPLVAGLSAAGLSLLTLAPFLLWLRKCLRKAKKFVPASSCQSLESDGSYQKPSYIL
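System: HUVEC, human umbilical vein endothelial cells; quantity: 3,000 cells/well; buffer or medium: EGM-2 medium, gelatin-coated wells; dosing: single-point compound dose; detection: immunofluorescence imaging; evaluation: % PE-positive cells; benchmarks: TNF-alpha, DMSO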
SIRT5 block = SIRT5 desuccinylase inhibitors, primary screen, biochemical, fluorescence imaging, single point, set 5; 1.1% of 330,000 active; Purified SirT5, succinyl-peptide AMC, trypsin-coupled fluorescence; inhibition, % at 15 µM; NAD-dependent protein deacylase sirtuin-5, mitochondrial (Homo sapiens), Q9NXA8; in the data active = inhibition above about 15%; inconclusive = no clear call, values can overlap the other calls
DENV2 CPE rescue = inhibitors of DENV2 cytopathic effect, primary screen, cell-based, plate reader, single concentration; DENV2-infected cells, cytopathic effect rescue; CPE inhibition, % at 9.99 µM; 1.7% of 350,000 active; in the data active = CPE inhibition above about 20%, passing the limit was not always enough; inconclusive = no clear call, values can overlap the other calls; tested in BHK-21 cells;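 also: 0% = median of neutral control wells and 100% = median of positive control wells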
Statin myotox sup = suppressors of statin myotoxicity in C2C12 myotubes, primary screen, cell-based, single point, plate reader; C2C12 myotubes + simvastatin, ATP luminescence, 48 h; scaled: DMSO 0, geranylgeraniol control 100; AID 602340, 2012; 0.78% of 330,000 active; rescue of ATP level, % at 7.49 µM;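 active = mean ATP rescue above about 67%, or every replicate alone reaching that limit, limit read from the data, passing the limit was not always enough; inconclusive = no clear call, values can overlap the other calls; inactive = mean under the limit and some replicate under it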;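 also: myotubes were challenged with 10 µM simvastatin during compound exposure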
PglD DTNB = C. jejuni PglD acetyltransferase inhibitors, primary screen, biochemical, DTNB colorimetric, single point; UDP-N-acetylbacillosamine N-acetyltransferase PglD (Campylobacter jejuni); 0.098% of 360,000 active; inhibition, % at 12.5 µM; purified PglD enzyme, DTNB colorimetric CoA detection; in the data active = inhibition above about 16%, passing the limit was not always enough; inconclusive = no clear call, values can overlap the other calls; also: strong numbers were not always called active
ERp5 inh = inhibitors of ERp5-driven insulin aggregation, primary screen, biochemical, turbidity, absorbance 650 nm, single point. Protein disulfide-isomerase A6 (Homo sapiens), Q15084. 0.05% of 350,000 active. inhibition, % at 9.99 µM. 90 min;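 active = mean replicate inhibition above about 25%, with every replicate also reaching it, limit read from the data, passing the limit was not always enough; inconclusive = only one of those two criteria met; inactive = neither criterion met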
Target sequence (Q15084 whole entry, looked up): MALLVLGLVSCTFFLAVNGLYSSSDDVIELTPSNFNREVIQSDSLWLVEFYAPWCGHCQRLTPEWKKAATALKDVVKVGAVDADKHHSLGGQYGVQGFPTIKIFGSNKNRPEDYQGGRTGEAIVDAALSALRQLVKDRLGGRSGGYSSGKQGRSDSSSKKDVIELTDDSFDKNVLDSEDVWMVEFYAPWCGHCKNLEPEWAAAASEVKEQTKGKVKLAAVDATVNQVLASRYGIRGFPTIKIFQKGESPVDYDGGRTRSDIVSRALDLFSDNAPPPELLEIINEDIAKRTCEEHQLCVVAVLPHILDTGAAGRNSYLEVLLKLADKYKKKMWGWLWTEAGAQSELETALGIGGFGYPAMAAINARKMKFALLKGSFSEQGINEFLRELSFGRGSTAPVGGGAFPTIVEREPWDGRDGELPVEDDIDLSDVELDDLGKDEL
The depositor's hits bear a star. These rows are one share of the data; the hit share may differ from the screen's.

Results for CCCCN(CC(=O)Nc1cccc(S(=O)(=O)N2CCCC2)c1)Cc1nc2ccccc2c(=O)[nH]1 ?
S100A4 inh HTS: -7; E-selectin induc: 6.6; SIRT5 block: 1; DENV2 CPE rescue: 3; Statin myotox sup: -13; PglD DTNB: 0; ERp5 inh: 5

Results for Cn1ccc2c(N(Cc3ccccc3)Cc3ccccc3)cc3c(c21)C1CCC3C1 (configuration not stated) ?
S100A4 inh HTS: -7; E-selectin induc: 3.9; SIRT5 block: -1; DENV2 CPE rescue: 2; Statin myotox sup: -3; PglD DTNB: -1; ERp5 inh: -1

How did Cc1cccc(NC(=O)c2ccc(NS(=O)(=O)c3cccc4cccnc34)cc2)c1 do in these assays?
S100A4 inh HTS: -5; SIRT5 block: -3; DENV2 CPE rescue: -2; Statin myotox sup: 4; PglD DTNB: -8; ERp5 inh: -4

What do the screens show for `Cc1ccc(S(=O)(=O)N2Cc3ccccc3CC2C(=O)NC(C)(C)C)cc1` (configuration not stated)?
S100A4 inh HTS: 8; E-selectin induc: 0.0; SIRT5 block: 2; DENV2 CPE rescue: 8; Statin myotox sup: -7; PglD DTNB: 0; ERp5 inh: 2

How did Cc1ccc(-n2ncc3c(=O)[nH]c(SCC(=O)N4CC(=O)Nc5ccccc54)nc32)cc1 do in these assays?
S100A4 inh HTS: 0; E-selectin induc: 0.0; DENV2 CPE rescue: inconclusive; Statin myotox sup: -4; PglD DTNB: 10; ERp5 inh: -2

Results for Cc1c(NC(=O)Nc2ccccc2)c(=O)n(-c2ccccc2)n1C ?
S100A4 inh HTS: 1; SIRT5 block: 3; DENV2 CPE rescue: -7; Statin myotox sup: -33; PglD DTNB: 4; ERp5 inh: -1

What do the screens show for `CCOC(=O)c1cc(C#N)c(N2CCCNCC2)nc1C(F)(F)F`?
S100A4 inh HTS: -8; E-selectin induc: -0.1; SIRT5 block: -2; DENV2 CPE rescue: -1; Statin myotox sup: -7; PglD DTNB: -1; ERp5 inh: 1

Results for O=C(CNC(=O)c1ccc(Br)o1)NC1CCCCCC1 ?
S100A4 inh HTS: 0; E-selectin induc: 4.7; SIRT5 block: 4; DENV2 CPE rescue: -3; Statin myotox sup: -9; PglD DTNB: 6; ERp5 inh: 2

How did N#Cc1ccc(S(=O)(=O)N2CCCN(c3nc4ccc(Cl)cc4s3)CC2)cc1 do in these assays?
S100A4 inh HTS: -5; E-selectin induc: 0.0; SIRT5 block: -2; DENV2 CPE rescue: -4; Statin myotox sup: 4; PglD DTNB: -1; ERp5 inh: -1

What do the screens show for `CC1(C)CC2(CCO1)OC(=O)CC2C(=O)Nc1ccccc1Cl` (configuration not stated)?
S100A4 inh HTS: -2; E-selectin induc: 0.2; SIRT5 block: -2; DENV2 CPE rescue: 5; Statin myotox sup: -9; PglD DTNB: 5; ERp5 inh: 2

How did O=C(Cc1ccc(S(=O)(=O)N2CCOCC2)s1)NCCOc1ccccc1F do in these assays?
S100A4 inh HTS: -4; E-selectin induc: 1.3; SIRT5 block: 0; DENV2 CPE rescue: 1; ERp5 inh: -2

How did COc1cc2c(cc1OC)C(COc1ccc([N+](=O)[O-])cc1)N(C(C)=O)CC2 (configuration not stated) do in these assays?
S100A4 inh HTS: 4; E-selectin induc: 8.4; SIRT5 block: -1; DENV2 CPE rescue: 16; Statin myotox sup: inconclusive; PglD DTNB: 6; ERp5 inh: 4

What do the screens show for `O=C(CSc1nnc(CNC(=O)c2ccccc2F)o1)NC1CCCCC1`?
S100A4 inh HTS: -3; E-selectin induc: 0.9; SIRT5 block: 5; DENV2 CPE rescue: 5; Statin myotox sup: 5; PglD DTNB: -5; ERp5 inh: -1

How did COCC(=O)N(C)C[C@H]1Oc2ncc(-c3ccc(C)cc3)cc2C(=O)N([C@@H](C)CO)C[C@H]1C do in these assays?
S100A4 inh HTS: 0; E-selectin induc: 0.6; SIRT5 block: -2; DENV2 CPE rescue: 12; Statin myotox sup: 3; PglD DTNB: 0; ERp5 inh: -1

What do the screens show for `Clc1cccc(-c2csc(Nc3cccnc3)n2)c1`?
S100A4 inh HTS: 2; SIRT5 block: 6; DENV2 CPE rescue: inconclusive; ERp5 inh: 4

Results for O=C(c1ccc(N2CCCCC2)c([N+](=O)[O-])c1)N1CCN(c2ccccn2)CC1 ?
S100A4 inh HTS: 2; E-selectin induc: 0.3; SIRT5 block: -6; DENV2 CPE rescue: 0; Statin myotox sup: 7; PglD DTNB: -4; ERp5 inh: 2

What do the screens show for `COc1ccc(N2CC(C(=O)N3CCN(c4ccccc4F)CC3)CC2=O)cc1` (configuration not stated)?
S100A4 inh HTS: 2; E-selectin induc: 1.9; SIRT5 block: 1; DENV2 CPE rescue: 8; Statin myotox sup: 12; PglD DTNB: -3; ERp5 inh: -1

What do the screens show for `Cc1cc(C)c2c(CN(C)Cc3ccccc3)cc(=O)oc2c1`?
S100A4 inh HTS: 5; E-selectin induc: -0.2; SIRT5 block: 0; DENV2 CPE rescue: -6; Statin myotox sup: 5; PglD DTNB: 7; ERp5 inh: -3

How did C[C@@H]1CN([C@H](C)CO)C(=O)c2cc(-c3cccc(C#N)c3)cnc2O[C@@H]1CN(C)Cc1ccccc1 do in these assays?
S100A4 inh HTS: 4; E-selectin induc: -0.1; SIRT5 block: -6; DENV2 CPE rescue: 0; Statin myotox sup: 13; PglD DTNB: -5; ERp5 inh: -6

What do the screens show for `C[C@@H]1CCCCO[C@@H](CN(C)C(=O)Nc2ccc(C(F)(F)F)cc2)[C@H](C)CN([C@@H](C)CO)C(=O)c2cc(NS(=O)(=O)c3cccs3)ccc2O1`?
S100A4 inh HTS: -7; E-selectin induc: 0.4; SIRT5 block: 4; DENV2 CPE rescue: -10; Statin myotox sup: 59; PglD DTNB: 1; ERp5 inh: -1

Results for COCCCN1C2=C(C(=O)CC(C)(C)C2)C(c2ccc(OC)c(OC)c2)C2=C1CC(C)(C)CC2=O ?
S100A4 inh HTS: 2; E-selectin induc: 0.0; SIRT5 block: 0; DENV2 CPE rescue: 1; Statin myotox sup: 3; PglD DTNB: 1; ERp5 inh: 1

How did Cc1ccc(-c2ccc3c(c2)O[C@@H](CN(C)C(=O)CC2CC2)[C@H](C)CN([C@@H](C)CO)S3(=O)=O)cc1 do in these assays?
S100A4 inh HTS: -10; E-selectin induc: -2.2; SIRT5 block: 4; DENV2 CPE rescue: 1; Statin myotox sup: -7; PglD DTNB: 3; ERp5 inh: 3

How did COCCNC(=O)CN1C(=O)NC2(CCCCCC2)C1=O do in these assays?
S100A4 inh HTS: 0; SIRT5 block: 17*; DENV2 CPE rescue: 1; ERp5 inh: 4

Results for O=C1CCN(Cc2ccccc2)N1 ?
S100A4 inh HTS: 2; E-selectin induc: -0.1; SIRT5 block: -1; DENV2 CPE rescue: 2; Statin myotox sup: -6; PglD DTNB: -5; ERp5 inh: -1

How did CC(OC(=O)c1cc(S(=O)(=O)N2CCOCC2)ccc1F)C(=O)NCc1ccc2c(c1)OCO2 (configuration not stated) do in these assays?
S100A4 inh HTS: 1; E-selectin induc: 0.4; SIRT5 block: -1; Statin myotox sup: 3; PglD DTNB: 2; ERp5 inh: -4

Results for Cc1ccc(C)c(-n2nnnc2SCC(=O)NCC2CCCO2)c1 (configuration not stated) ?
S100A4 inh HTS: -1; E-selectin induc: -0.2; SIRT5 block: 1; DENV2 CPE rescue: inconclusive; Statin myotox sup: 4; PglD DTNB: 1; ERp5 inh: -3

Results for Nc1ccc(C(=O)Nc2cccc(N)c2)cc1 ?
S100A4 inh HTS: -19; E-selectin induc: 0.3; SIRT5 block: 0; DENV2 CPE rescue: 1; Statin myotox sup: 11; PglD DTNB: 4; ERp5 inh: -4

What do the screens show for `CC(CN1CCN(C/C=C/c2ccccc2)CC1)c1ccccc1` (configuration not stated)?
S100A4 inh HTS: 1; E-selectin induc: 0.3; SIRT5 block: -2; DENV2 CPE rescue: -4; Statin myotox sup: -5; PglD DTNB: -5; ERp5 inh: 2

How did C[C@@H]1CN([C@H](C)CO)C(=O)c2cc(/C=C/c3ccccc3)cnc2O[C@H]1CN(C)C(=O)C1CCCCC1 do in these assays?
S100A4 inh HTS: 18; E-selectin induc: 0.5; SIRT5 block: -5; DENV2 CPE rescue: -5; Statin myotox sup: 15; PglD DTNB: -1; ERp5 inh: 5

How did Cn1cnc(S(=O)(=O)N2C[C@@H](O)COC[C@H]3O[C@@H](CC(=O)NC4Cc5ccccc5C4)CC[C@@H]32)c1 do in these assays?
S100A4 inh HTS: 36; E-selectin induc: -0.2; SIRT5 block: 12; DENV2 CPE rescue: 0; Statin myotox sup: 9; PglD DTNB: -3; ERp5 inh: -2

What do the screens show for `C[C@@H]1CN([C@@H](C)CO)C(=O)c2cc(NC(=O)Cc3ccccc3)ccc2O[C@@H](C)CCCCO[C@@H]1CN(C)C(=O)C1CCCCC1`?
S100A4 inh HTS: -16; E-selectin induc: 0.1; SIRT5 block: 2; DENV2 CPE rescue: -4; Statin myotox sup: 22; PglD DTNB: -3; ERp5 inh: -4

How did CCN(CC)CCOC(=O)c1ccc2c(c1)OCCO2 do in these assays?
S100A4 inh HTS: 2; SIRT5 block: 4; DENV2 CPE rescue: inconclusive; Statin myotox sup: 4; PglD DTNB: 2; ERp5 inh: 1

Results for ClC(Cl)(c1nnnn1-c1ccccc1)c1nnnn1-c1ccccc1 ?
E-selectin induc: 0.5; Statin myotox sup: -9; PglD DTNB: 0

How did CCCc1nc2oc3c(=O)[nH]cnc3c2c2c1COC(C)(C)C2 do in these assays?
S100A4 inh HTS: 4; E-selectin induc: -1.4; SIRT5 block: -11; DENV2 CPE rescue: -6; ERp5 inh: 8

What do the screens show for `O=C(CCCCC(=O)Nc1c(I)cc(I)c(C(=O)O)c1I)Nc1c(I)cc(I)c(C(=O)O)c1I`?
S100A4 inh HTS: 5; E-selectin induc: -0.5; SIRT5 block: -1; DENV2 CPE rescue: -10; Statin myotox sup: 4; PglD DTNB: -3; ERp5 inh: 7

What do the screens show for `COCCNC(=O)Cc1c(C)c2cc3c(cc2oc1=O)OC(C)(C)CC3`?
S100A4 inh HTS: -4; E-selectin induc: 1.0; SIRT5 block: -45; DENV2 CPE rescue: -3; Statin myotox sup: -33; PglD DTNB: 6; ERp5 inh: 1

How did COc1ccc(N2CCN(C(=O)CCN3C(=S)NC(C)(C)CC3C)CC2)cc1 (configuration not stated) do in these assays?
S100A4 inh HTS: 2; E-selectin induc: 2.1; SIRT5 block: -5; DENV2 CPE rescue: 12; Statin myotox sup: 3; PglD DTNB: 1; ERp5 inh: 4

How did O=C(/C=C/c1c(F)cccc1Cl)Nc1ncccn1 do in these assays?
S100A4 inh HTS: -9; E-selectin induc: 1.7; SIRT5 block: 0; DENV2 CPE rescue: -4; ERp5 inh: 0

What do the screens show for `CC(=O)c1ccc(NC(=S)NNC(=O)c2ccncc2)cc1`?
S100A4 inh HTS: 1; E-selectin induc: 0.8; SIRT5 block: 9; ERp5 inh: 1

Looked up by compound from the entries so far, 2 records:
What do the screens show for `COc1ccc(N2CC(C(=O)N3CCN(c4ccccc4F)CC3)CC2=O)cc1` (configuration not stated)?
S100A4 inh HTS: 2; E-selectin induc: 1.9; SIRT5 block: 1; DENV2 CPE rescue: 8; Statin myotox sup: 12; PglD DTNB: -3; ERp5 inh: -1

Results for O=C(CNC(=O)c1ccc(Br)o1)NC1CCCCCC1 ?
S100A4 inh HTS: 0; E-selectin induc: 4.7; SIRT5 block: 4; DENV2 CPE rescue: -3; Statin myotox sup: -9; PglD DTNB: 6; ERp5 inh: 2

Source: PubChem BioAssay (Broad Institute)
